Pemphigus Ab inh = human desmoglein-3 autoantibody binding inhibition. binding (percent of control), % at 10 µM. P32926. 0.48% of 310,000 active. DSG3-coupled beads, scFv-anti-DSG3-GFP binding, flow cytometry; active compounds read low. AID 588358;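 active = binding more than 3 SD below its plate's average and above zero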;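 note: hits lower antibody fragment binding to DSG3; some compounds called inactive have numbers as strong as hits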
PKA-R1A act = activators of PKA-R1A complex; P00514+P68181; PKA-R1A dissociation, Cy5-IP20 fluorescence polarization; scaled: DMSO 0%, 113 µM cGMP 100%; activation, % at 11.4 µM; 0.083% of 340,000 active; AID 504707;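 active = percent activation above the mean of all tested compounds plus 3 SD, cut at about 19% in these data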;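 note: higher means more PKAc released from R1A so a rise in polarization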
MOR-DOR ag = agonists of human mu-delta opioid receptor heterodimerization; P35372+P41143; cells, OPRM1-OPRD1 heterodimerization, luminescence; activation, % at 9.3 µM; 0.3% of 340,000 active; in the data active = activation above about 18%;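 note: 0% = vehicle-treated cells and 100% = reference agonist; values of inactives mirror those of a sister screen read the other way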
HTR5A ag = counter-screen for OPRM1-OPRD1 agonists: human HTR5A agonism; HTR5A agonist assay, luminescence, cell-based; activation, % at 9.3 µM; 0.61% of 340,000 active; in the data active = activation mostly above about 9.5%, no sharp cut-off; inactive = mostly below about 7.6%;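 note: 0% = cells with vehicle only and 100% = reference agonist; strong numbers were not always called active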
MOR-DOR inv ag = mu-delta opioid heterodimer inverse agonism. P35372+P41143. cell-based MOR-DOR heterodimer luminescence. inhibition, % at 9.3 µM. 0.21% of 340,000 active; in the data active = inhibition above about 22%, passing the limit was not always enough;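 note: 0% = cells with DMSO and 100% = wells without cells with DMSO; values of inactives mirror those of a sister screen read the other way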
HTR5A inv ctr = HTR5A inverse agonism, opioid heterodimer counter-screen | AID 504634 | HTR5A cell line, luminescence | 0.083% of 340,000 active | P47898 | inhibition, % at 9.3 µM; in the data active = inhibition mostly above about 23%, no sharp cut-off; inactive = mostly below about 18%;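 note: 0% = cells with DMSO and 100% = no-cell wells with DMSO; some compounds called inactive have numbers as strong as hits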
V-ATPase pH = regulators of yeast V-ATPase proton transport | S. cerevisiae, pHLuorin cytosolic pH fluorescence | response, % at 10 µM | 0.37% of 350,000 active | AID 504577; in the data active = response mostly above about 7.3%, no sharp cut-off; inactive = mostly below about 5.4%; note: actives read high; inactives centre near 0; some compounds called inactive have numbers as strong as hits; reference of the scale not given here
DAGLB inh = diacylglycerol lipase beta (human) inhibition | HEK293T DAGLB membrane lysate, EnzChek fluorogenic substrate | inhibition, % at 5.17 µM | 0.059% of 340,000 active | AID 504411; in the data active = inhibition above about 34%;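 note: 0% = enzyme with vehicle and 100% = wells lacking enzyme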
Target sequence (Q8NCG7 whole entry, looked up): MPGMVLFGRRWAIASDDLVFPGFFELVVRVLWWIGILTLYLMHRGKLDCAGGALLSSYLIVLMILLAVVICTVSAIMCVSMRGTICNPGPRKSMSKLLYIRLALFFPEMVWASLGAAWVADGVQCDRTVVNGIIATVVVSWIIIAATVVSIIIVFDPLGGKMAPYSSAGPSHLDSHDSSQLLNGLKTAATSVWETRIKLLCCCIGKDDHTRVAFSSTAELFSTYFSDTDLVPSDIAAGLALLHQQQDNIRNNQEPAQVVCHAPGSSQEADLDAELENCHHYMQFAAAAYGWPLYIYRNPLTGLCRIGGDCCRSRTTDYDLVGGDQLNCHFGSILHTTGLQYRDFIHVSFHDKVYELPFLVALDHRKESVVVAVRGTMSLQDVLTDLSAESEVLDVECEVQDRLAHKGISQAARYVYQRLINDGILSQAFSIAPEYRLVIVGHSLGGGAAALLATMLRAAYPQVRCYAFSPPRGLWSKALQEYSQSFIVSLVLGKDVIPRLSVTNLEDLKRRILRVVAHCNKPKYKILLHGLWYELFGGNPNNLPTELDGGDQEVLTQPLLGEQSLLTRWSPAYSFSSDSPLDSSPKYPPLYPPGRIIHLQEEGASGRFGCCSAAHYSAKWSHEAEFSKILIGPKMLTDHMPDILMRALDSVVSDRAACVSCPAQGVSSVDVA
PKA-R2B act = activators of human PKA-R2B complex; PKA-R2B holoenzyme dissociation, Cy5-IP20 fluorescence polarization; R2B truncated from residue 108, S112A mutant; 0% DMSO only, 100% 113 µM cGMP; activation, % at 11.4 µM; 0.079% of 340,000 active; AID 504700; P22694+P31323;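 active = activation above a cutoff set at the mean over all compounds plus 3 SD, cut at about 18% in these data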;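 note: higher means more holoenzyme dissociation and a rise in polarization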
Target sequence (P31323 whole entry, looked up, other chains not shown, the tested form may be a part): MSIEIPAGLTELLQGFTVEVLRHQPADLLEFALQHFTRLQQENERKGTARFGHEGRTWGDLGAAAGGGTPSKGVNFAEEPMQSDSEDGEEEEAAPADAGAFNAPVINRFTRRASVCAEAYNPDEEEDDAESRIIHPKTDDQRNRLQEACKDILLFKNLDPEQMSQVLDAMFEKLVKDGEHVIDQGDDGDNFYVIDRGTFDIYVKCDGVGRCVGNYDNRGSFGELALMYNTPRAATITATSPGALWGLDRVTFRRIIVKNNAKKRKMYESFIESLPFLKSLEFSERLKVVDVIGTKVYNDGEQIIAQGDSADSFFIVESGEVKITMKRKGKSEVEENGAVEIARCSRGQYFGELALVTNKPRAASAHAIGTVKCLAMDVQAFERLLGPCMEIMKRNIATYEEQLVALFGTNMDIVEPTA
Arrestin-AP2 inh = inhibitors of human beta-arrestin and AP2 interaction | FITC-arrestin peptide / GST-AP2 beads, flow cytometry; AP2 beta2 appendage carries R879A mutation | inhibition, % at 10 µM | 0.31% of 340,000 active;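 active = inhibition above a set limit, near 3 SD of compounds lacking own fluorescence, cut at about 54% in these data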;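 note: plate controls were DMSO wells for no effect and 5 µM unlabelled arrestin peptide for full effect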
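system = GST-tagged AP2 beta2-adaptin appendage (R879A) on 4 µm glutathione beads | reagent = FITC-labelled arrestin peptide probe, 50 nM final | schedule = compound with beads 12 min RT, then probe 1 h RT | signal = HyperCyt-sampled flow cytometry, FL1 channel, ex 488/em 535 nm | read-out = percent response from loss of bead-bound FITC fluorescence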
Starred values were filed as active, the others as inactive; · = not tested or not shown. An unsorted share of the library. About 2.4% of those tested had a hit in this group.

SMILES	Pemphigus Ab inh	PKA-R1A act	MOR-DOR ag	HTR5A ag	MOR-DOR inv ag	HTR5A inv ctr	V-ATPase pH	DAGLB inh	PKA-R2B act	Arrestin-AP2 inh
CN(C)S(=O)(=O)c1ccc(Cl)c(NC(=O)COC(=O)c2cc(-c3ccccc3)nc3ccccc23)c1	103	-4	-2.4	1	13	-2	2	-2	-3	-4
COc1cc2c(cc1OC)C(c1cc3cc(C)ccc3[nH]c1=O)N(C(=O)c1ccco1)CC2 (stereo unspecified)	87	-8	-0.6	1	4	-3	-3	0	7	37
N#Cc1ccc(C(=O)NCCCSc2ccccc2)cc1	·	-6	-0.4	4	3	-12	4	0	2	20
Cc1ccccc1NS(=O)(=O)c1cc(C(=O)NCCSC2CCCCC2)ccc1C	106	-14	2.0	5	-11	-12	0	-3	-9	1
N#Cc1ccc(S(=O)(=O)NCC(=O)OCC(=O)NCCc2ccccc2)cc1	109	-3	-6.3	4	21	17	0	-3	4	-10
O=C(CSC1=NS(=O)(=O)c2cc(Cl)ccc2N1)Nc1cccc(F)c1	110	5	-1.6	2	8	-6	-3	4	4	3
O=C(COC(=O)c1ccc(Cl)c(S(=O)(=O)NCc2ccccc2)c1)NC1CC1	·	3	-3.4	7	13	-17	0	1	9	4
CN(C(=O)CSc1nc(-c2ccccc2)c(-c2ccccc2)o1)C1CCS(=O)(=O)C1 (stereo unspecified)	103	0	0.4	0	-3	1	-2	-1	-11	0
COc1ccc(C(C)(C)C)cc1NC(=O)COC(=O)c1ncc(Cl)c(Cl)c1Cl	117	-5	3.0	3	-16	24	2	-11	-5	3
N#C/C=C\Oc1ccc(Cl)cc1N	104	0	0.1	-1	-1	4	1	6	-2	0
Cc1ccc(NC(=S)N2CCN(S(C)(=O)=O)CC2)cc1Cl	112	-6	-5.3	1	18	16	-1	0	-3	-8
Cc1cc(Nc2ccc(N3CCOCC3)cc2)c2cccc(C)c2n1	114	4	-1.9	4	10	-8	0	0	0	4
Cc1cc(C)n2nc(SCC(=O)N(C)c3c(N)n(Cc4ccccc4)c(=O)[nH]c3=O)nc2n1	113	-5	-2.1	1	10	-2	4	-1	-2	-10
O=C(O)CCN(Cc1ccccc1)S(=O)(=O)c1ccccc1Cl	·	-2	-2.1	1	10	-2	2	-1	-8	8
CC1CCN(C(=O)c2ccc3c(c2)NC(=O)/C(=C/c2ccccc2)S3)CC1	·	-12	8.4	8	-45	-8	-2	4	0	1
COc1ccc(N(CC(=O)Nc2cc(Cl)ccc2C)S(=O)(=O)c2c(C)noc2C)cc1	128	-5	-2.0	-2	10	7	1	-2	-2	30
O=C(CN1CCc2ccccc2C1)Nc1ccc(F)cc1F	108	-5	3.6	-6	-19	-16	4	-3	-10	3
O=C(Nc1ccccc1Cl)c1ccc([N+](=O)[O-])o1	95	10	6.0	-4	-30	16	4	0	-2	15
Cc1cc(C)nc(NS(=O)(=O)c2ccc(NC(=O)COc3ccccc3)cc2)n1	109	-19	1.9	6	-11	-9	2	1	0	4
C/C(=C\[C@@H](NP(=O)(c1ccccc1)c1ccccc1)c1ccccc1)CO[Si](c1ccccc1)(c1ccccc1)C(C)(C)C	100	-20	-0.8	-1	5	3	1	-5	-6	16
Cc1nnc(SCC(=O)Nc2nnc(-c3ccccc3)o2)s1	101	2	-1.9	2	12	-6	1	1	-10	-4
COc1ccc(-c2nc(C(N)=O)c3[nH]c(=O)n(-c4cccc(Cl)c4)c3n2)cc1OC	108	-6	16	5	-89	-16	1	8	13	-3
O=C(CCSc1ccc(F)cc1)Nc1ccc(-n2cnnn2)cc1	101	-4	0.4	2	-2	-7	1	-1	-10	3
Cc1ccc(N(CC(=O)NCC2CCCO2)C(=O)CCC(=O)Nc2nccs2)cc1 (stereo unspecified)	97	1	-1.0	11	5	-28	1	2	-6	18
COc1ccc(CC(=O)Nc2ccc(S(=O)(=O)Nc3ncccn3)cc2)cc1OC	74	11	-1.4	4	8	-12	-4	0	-13	28

Remaining list, next part
SMILES	Pemphigus Ab inh	PKA-R1A act	MOR-DOR ag	HTR5A ag	MOR-DOR inv ag	HTR5A inv ctr	V-ATPase pH	DAGLB inh	PKA-R2B act	Arrestin-AP2 inh
Cc1cc(N2CC(C)OC(C)C2)nc2ccccc12 (stereo unspecified)	101	2	-2.0	1	10	-4	1	-4	0	13
CCCCn1ccnc1C(=O)c1cccc(S(=O)(=O)N2CC(C)CC(C)C2)c1 (stereo unspecified)	97	0	0.6	-4	-3	-29	-4	-12	0	12
S=C(NCCc1ccccn1)Nc1ccc(Cl)cc1	·	-11	-0.7	5	4	10	2	2	-5	0
O=C(C[C@H]1C[C@H](C(=O)N2CCOCC2)[C@@]2(CCC3CCCC3)c3[nH]c4cc(-c5ccco5)ccc4c3CCN2C1=O)NCc1cccc(C(F)(F)F)c1	118	4	-0.9	-1	5	3	-1	6	-12	-2
Cc1ccc(NC(=O)C(C)Sc2nnc(-c3cccnc3)o2)cc1 (stereo unspecified)	98	-7	-1.9	-1	10	-15	3	-1	-4	26
Cc1sc(NC(=O)c2ccco2)c(C(c2cccnc2)N2CCN(CCO)CC2)c1C (stereo unspecified)	99	1	-2.5	11	12	-40	1	0	-2	-14
O=C1CC2(CCN(C(=O)c3ccccc3Cl)CC2)Oc2ccccc21	111	-1	-3.9	1	21	-1	5	-1	-8	2
CC(OC(=O)CCN1C(=O)c2cccc([N+](=O)[O-])c2C1=O)C(=O)Nc1cc(Cl)cc(Cl)c1 (stereo unspecified)	·	-4	2.9	1	-14	8	7	0	1	5
O=C(O)c1ccc(-n2cncn2)c([N+](=O)[O-])c1	102	2	0.6	-2	-3	4	-1	2	-4	-19
CNC(=O)CN(c1cc(C)ccc1C)S(C)(=O)=O	100	-10	-2.9	-3	18	-6	1	-4	-4	-7
C/C(=N\NC(=O)c1ccc(O)cc1O)c1cccnc1	·	-2	-2.3	5	12	15	0	-4	-1	-5
Cc1cccc(N2C(=O)CC(N3CCN(c4ccccn4)CC3)C2=O)c1 (stereo unspecified)	97	4	-3.4	-4	17	12	0	-1	2	35
CCC(C(=O)NC1CCCCC1)n1c(SCc2cccc(F)c2)nc2ccncc21 (stereo unspecified)	99	10	·	·	·	·	-3	2	-4	3
CC(C)(c1ccccc1)c1ccc(OCC(O)CN2CCCC2)cc1 (stereo unspecified)	123	0	2.0	-1	-10	5	1	0	-7	-11
O=C(NCCc1ccccc1)c1ccc(CS(=O)Cc2ccc(Cl)cc2)o1 (stereo unspecified)	·	-7	-0.9	-2	5	-3	0	-1	-13	0
Cc1cc(C(C)(C)C)c(OC(=O)[C@@H]2OC(c3ccccc3)=C[C@H]2c2ccccc2)c(C(C)(C)C)c1	137	7	-2.4	7	14	-5	-5	4	1	0
COc1ccc2nc(C)cc(SCC(=O)Nc3c(C)cccc3C)c2c1	151	-2	0.1	0	0	2	0	0	-9	17
Nc1nonc1C(=O)N/N=C/c1ccncc1	104	-2	0.4	11*	-2	-27	0	1	6	17
Fc1cc2nc(-c3ccncc3)[nH]c2cc1F	99	-3	3.6	-3	-21	3	-3	1	-9	14
CCOc1ccc(-n2c(SCc3ccc(C(=O)OC)o3)nc3c(c2=O)SCC3)cc1	82	-3	-2.0	0	12	-6	1	2	-14	25
CN(CC(=O)Nc1cccc(F)c1)C(=O)CCCc1cccs1	113	5	-1.1	-1	6	8	2	-1	-1	0
COc1ccc(OC)c(C2C(C(C)=O)=C(O)C(=O)N2CCN2CCOCC2)c1 (stereo unspecified)	95	-7	-3.0	-4	15	10	1	2	-4	2
COc1ccc(OCc2nnc(SCC(=O)N(C)Cc3ccccc3)n2N)cc1	94	-7	-3.0	-4	14	11	-3	2	2	17
COC(=O)c1ccc(NC(=O)CSc2n[nH]c(-c3ccncc3)n2)cc1	·	-19	-3.4	-1	14	3	-1	1	3	9
COc1ccc(/C=N\NC(=O)c2ccccc2Br)cc1COc1ccccc1	123	2	1.7	-1	-10	3	3	1	6	4

Additional structures.
SMILES	Pemphigus Ab inh	PKA-R1A act	MOR-DOR ag	HTR5A ag	MOR-DOR inv ag	HTR5A inv ctr	V-ATPase pH	DAGLB inh	PKA-R2B act	Arrestin-AP2 inh
Cc1coc2c1c(C)cc1oc(=O)c(CC(=O)NCCCCCC(=O)O)c(C)c12	95	-4	-1.0	0	4	-2	-2	-1	-5	14
Cc1nn(-c2ccccc2)c(Cl)c1CN(C(=O)CCl)c1cccc2ccccc12	109	8	52*	40*	-271	-20	1	-4	3	1
CCOc1ccc(N2CC(C(=O)Nc3ncccc3C)CC2=O)cc1 (stereo unspecified)	98	0	-2.8	4	16	-31	-1	-1	4	4
Cc1nc(Nc2nc(-c3ccccc3)cc(=O)[nH]2)nc2ccccc12	68	-7	-1.2	7	6	-10	-2	-3	10	-9
C=CCc1ccccc1OCC(CN1CCCCC1)OC(C)=O (stereo unspecified)	106	-3	1.4	-3	-8	11	2	-1	-1	7
CC(C)(C)n1nnnc1CN(Cc1cccnc1)Cc1ccccc1Cl	98	4	-1.4	-3	8	-17	2	2	-4	21
Cn1cc(CN2CCCC(C(=O)c3nccn3C)C2)c(-c2cccc(Cl)c2)n1 (stereo unspecified)	103	-12	2.5	6	-14	-17	0	-3	-7	18
O=C(NCCCNC(=O)c1cc(Cl)ccc1Cl)c1ccccn1	104	3	1.6	3	-13	-6	5	-1	-10	0
O=S(=O)(Cc1ccccc1)/C1=C(\N2CCOCC2)CCCCCC1	105	14	-0.8	0	4	5	4	1	-1	8
CNCCc1ccccn1	101	0	-0.4	3	2	3	-1	2	3	-1
Cc1c(C(=O)NC2CCCCC2)sc2ncnc(N3CCN(c4ccccc4)CC3)c12	97	-1	-2.0	11*	10	14	3	-2	-2	10
COc1ccccc1CN=c1c([N+](=O)[O-])nn(-c2ccc3c(c2)OCCO3)n1O	107	-6	6.7	2	-40	-6	-1	0	4	8
CN(Cc1ccccc1)C(=O)COC(=O)CCNC(=O)c1ccccc1Cl	·	-5	-2.3	-4	10	1	5	-2	1	3
O=C(CNC(=O)c1ccco1)OCc1c(F)cccc1Cl	101	6	-1.9	2	10	-6	-3	0	11	2
COC(=O)c1c(NC(=O)CN2CCN(C(=O)c3ccco3)CC2)c2cc(C)ccc2n1C	101	1	-1.0	-4	6	-7	-6	-2	3	20
COc1cccc(/C=N/NC(=O)CCn2c3ccccc3c3ccccc32)c1	86	4	3.7	12*	-23	-21	2	0	1	-3
COc1ccccc1C(=O)Nc1ccc(S(=O)(=O)Nc2onc(C)c2C)cc1	100	-7	-2.0	0	10	-2	-3	0	-15	-12

Three compounds drawn at random from those above, as already listed:
SMILES	Pemphigus Ab inh	PKA-R1A act	MOR-DOR ag	HTR5A ag	MOR-DOR inv ag	HTR5A inv ctr	V-ATPase pH	DAGLB inh	PKA-R2B act	Arrestin-AP2 inh
Cn1cc(CN2CCCC(C(=O)c3nccn3C)C2)c(-c2cccc(Cl)c2)n1 (stereo unspecified)	103	-12	2.5	6	-14	-17	0	-3	-7	18
Cc1nn(-c2ccccc2)c(Cl)c1CN(C(=O)CCl)c1cccc2ccccc12	109	8	52*	40*	-271	-20	1	-4	3	1
CCOc1ccc(N2CC(C(=O)Nc3ncccc3C)CC2=O)cc1 (stereo unspecified)	98	0	-2.8	4	16	-31	-1	-1	4	4
